# Source: PubChem
# Jurkat NFkB inh: lowers PMA/ionomycin-induced NF-kB signal in Jurkat cells; PMA/ionomycin-induced NF-kB luciferase reporter, luminescence; inhibition, % at 4 µM; hit rate 0.53% among 330,000
# CCR6 antag: antagonists of human CCR6 receptor | P51684 | CHO-K1 CCR6 PathHunter beta-arrestin, luminescence, CCL20-stimulated | inhibition, % at 20 µM | hit rate 0.49% among 340,000;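 active means compounds whose inhibition of the agonist-driven luminescence signal at 20 µM reaches about 50%, limit read from the data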;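 further: cells stimulated with CCL20 at 14 nM final; plate controls were DMSO with CCL20 for no effect and DMSO without agonist for full effect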
# SENP8 block: blocks the human protease SENP8 | purified SENP8, Z-RLRGG-aminoluciferin cleavage, luminescence | Q96LD8 | inhibition, % at 10 µM | hit rate 1.2% among 330,000
# Target sequence (Q96LD8 whole entry, looked up): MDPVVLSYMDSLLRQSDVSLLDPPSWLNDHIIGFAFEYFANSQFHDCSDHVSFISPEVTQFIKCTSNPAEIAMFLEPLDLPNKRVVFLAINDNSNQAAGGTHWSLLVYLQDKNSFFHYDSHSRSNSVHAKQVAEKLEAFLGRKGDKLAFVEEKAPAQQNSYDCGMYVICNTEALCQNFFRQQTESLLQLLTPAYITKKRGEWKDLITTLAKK
# UBC13 inh: inhibitors of human UBC13 polyubiquitin chain formation | P61088 | TR-FRET | inhibition, % at 20 µM | hit rate 0.47% among 330,000; in the data active means inhibition above about 45%, passing the limit was not always enough
# Target sequence (P61088 whole entry, looked up): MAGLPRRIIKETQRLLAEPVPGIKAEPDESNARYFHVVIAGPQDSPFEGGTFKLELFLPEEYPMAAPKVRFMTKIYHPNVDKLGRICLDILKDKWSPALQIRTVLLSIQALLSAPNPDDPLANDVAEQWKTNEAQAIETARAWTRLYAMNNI
# Gli-Sufu antag: Gli-Sufu pathway antagonism | Sufu-KO-LIGHT fibroblasts, Gli luciferase reporter luminescence | inhibition, % at 5 µM | hit rate 0.74% among 340,000 | AID 588413;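 active means inhibition above about 55%, limit read from the data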;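 further: 0% = DMSO-treated cells and 100% = wells with medium but no cells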
# EBI2 block: blocks human EBI2 receptor beta-arrestin signaling. hit rate 0.81% among 360,000. AID 651636. inhibition, % at 5 µM. EBI2 beta-arrestin recruitment, luminescence, 7a,25-OHC stimulated. P32249; in the data active means inhibition above about 38%;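 further: enzyme fragment complementation signal reports receptor beta-arrestin coupling in cells; 0% = agonist plus DMSO wells and 100% = wells without agonist; some results beyond the cut were filed as inactive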
# Target sequence (P32249 whole entry, looked up, the tested form may be a part): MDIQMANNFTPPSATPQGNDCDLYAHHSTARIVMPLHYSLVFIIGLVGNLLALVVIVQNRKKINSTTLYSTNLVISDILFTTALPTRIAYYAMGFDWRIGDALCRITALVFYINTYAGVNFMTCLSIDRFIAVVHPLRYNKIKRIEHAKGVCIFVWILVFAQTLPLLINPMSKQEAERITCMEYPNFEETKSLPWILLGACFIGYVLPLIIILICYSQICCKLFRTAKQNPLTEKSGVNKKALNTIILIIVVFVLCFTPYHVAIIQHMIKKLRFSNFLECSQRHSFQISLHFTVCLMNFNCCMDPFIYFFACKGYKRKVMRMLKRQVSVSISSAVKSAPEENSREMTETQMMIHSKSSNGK
# Apaf1 inhib: blocks human Apaf-1 apoptosome activity; inhibition, % at 20 µM; reconstituted apoptosome caspase-3 activity, DEVD-Rh110 fluorescence; AID 489030; hit rate 0.71% among 330,000; O14727; active means inhibition of at least 40% at 20 µM;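 further: plate controls were DMSO wells for no effect and DEVD-CHO caspase inhibitor wells for full effect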
#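 Material: cell-free apoptosome with Apaf-1, procaspase-3 and caspase-9; Buffer or medium: Hepes pH 7.5 with detergent and BSA; Reagent: cytochrome c trigger plus (Z-DEVD)2-Rh110 caspase-3 substrate; Times: compound with Apaf-1, dATP, procaspase-3 30 min, then 50 min reaction, room temperature; Technique: Rh110 fluorescence intensity.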
# 697 NFkB inh: inhibitors of the PMA/ionomycin-induced NF-kB reporter in 697 B cells. AID 435022. hit rate 0.33% among 330,000. 697 B-cell NF-kB luciferase reporter, 16 h. inhibition, % at 4 µM; in the data active means inhibition above about 35%
# Starred values were filed as active, the others as inactive; . = no result given. Unless noted, no stated cut-off is given here; in the data, active means inhibition above about 50%; inactive means the rest.
no.	structure	Jurkat NFkB inh	CCR6 antag	SENP8 block	UBC13 inh	Gli-Sufu antag	EBI2 block	Apaf1 inhib	697 NFkB inh
1	COc1ccc2[nH]c(=O)c(CN(C(=O)NC3CCCCC3)C3CCCC3)cc2c1	3.1	10.5	-6.9	8.1	-26.0	8.7	-4.3	9.9
2	O=C(c1ccncc1)N1CCN(S(=O)(=O)c2ccc(OC(F)(F)F)cc2)CC1	-15.3	0.1	-9.4	-12.3	2.8	7.1	-3.3	1.6
3	CCSc1nc(N)c(C#N)c(-c2ccccc2Cl)c1C#N	6.5	-2.3	1.3	41.3	-4.7	21.7	13.8	-0.1
4	N#CC(CO)(Cc1ccc(OC(F)F)cc1)c1nc2ccccc2[nH]1 (stereo not given)	7.7	3.6	-5.2	10.4	-16.4	-0.4	8.4	5.1
5	CCCn1c(=S)[nH]c2cc(C(=O)N3CCN(c4ccccc4OC)CC3)ccc2c1=O	10.3	22.2	-6.3	23.3	0.0	16.2	12.4	-2.6
6	CS/C(=N\S(=O)(=O)c1cccs1)Nc1ccc(F)c(Cl)c1	2.3	9.3	-0.9	-3.7	0.2	-18.7	10.6	-8.3
7	CCn1nc(C(=O)N2CCc3ccccc3C2)c2ccccc2c1=O	2.0	-3.9	3.1	-4.2	3.5	-14.4	20.0	-24.5
8	CCOc1ccccc1CNc1nc2ccccc2n1C	3.0	10.3	6.7	-6.1	7.6	0.3	-3.2	-8.1
9	CCN(CC)C(C(=O)NC1CCCCC1)c1ccc(C)cc1 (stereo not given)	-2.5	11.8	2.3	-7.1	5.3	8.6	-18.6	19.3
10	CC(=O)Nc1ccc(Oc2nc(C(F)(F)F)nc3ccccc23)cc1	-24.4	3.6	0.0	4.3	9.2	-26.5	-0.7	-0.9
11	O=C(Nc1cccnc1Cl)c1ccc(=O)oc1	-12.3	-10.8	-11.1	-8.6	-6.0	9.9	17.4	-9.6
12	O=C(CCc1nnc(-c2ccsc2)o1)N1CCCCC1CCn1ccnc1 (stereo not given)	-0.9	-2.6	-2.0	-3.9	0.3	-2.1	-0.7	4.9
13	CCOC(=O)NC(NC(=O)OCC)C(=O)c1ccc(F)cc1	-3.6	-3.2	1.3	19.5	1.3	2.6	-15.0	8.3
14	CCNC(=S)NNC(=O)Cn1c(=O)c2c(ncn2CCOC)n(Cc2ccccc2)c1=O	11.6	-7.8	2.8	-3.8	3.9	0.9	-2.3	0.5
15	Cc1cccn2c(=O)nc(SCC(=O)NCCc3ccccc3)nc12	0.3	4.1	-5.9	1.9	1.1	-2.1	4.0	21.1
16	CCc1c(C)sc(NC(=O)Cn2nc(C)c([N+](=O)[O-])c2C)c1C(N)=O	3.9	-16.3	-9.9	-29.9	2.5	2.0	-0.7	18.5
17	COc1ccccc1C(=O)NC(=O)COC(=O)Cn1[nH]c(=O)c2ccccc2c1=O	15.5	-1.6	10.3	1.1	-9.2	-9.5	1.7	19.6
18	Cc1nc(NC(=O)C(Cl)Cl)sc1C(=O)N(C)C	-7.7	-12.3	-12.3	-16.2	-9.2	-5.0	11.3	-31.2
19	O=C(NN=C1CCN(Cc2ccccc2)CC1)c1ccccc1O	7.4	18.7	-1.4	7.5	3.4	2.9	6.6	-16.1
20	O=C(CSc1nnc(Cn2nnc(-c3ccccc3)n2)n1-c1ccccc1)Nc1ccc(F)cc1	10.5	-0.3	2.8	4.9	3.3	8.9	-9.1	6.8
21	O=C(c1ccccc1)N1CCN(c2n[nH]c(=O)[nH]c2=O)CC1	-1.9	2.6	0.7	-6.8	-5.8	-3.5	-4.7	18.1
22	CCOC(=O)/C=C(\C)Sc1cc(=O)oc2ccccc12	-2.7	-2.0	-9.3	-7.0	-3.8	-34.6	10.3	35.7*
23	Nc1ccccc1C(=O)N1CCC(O)(c2ccc(Cl)cc2)CC1	-6.1	18.5	-9.9	-1.1	19.0	0.0	-10.6	3.7
24	COc1ccc(C(C)NC(=O)C23CC4CC(CC(C4)C2)C3)cc1OC (stereo not given)	-5.2	3.1	0.6	-5.7	-2.4	-7.9	-1.4	3.0
25	CCOc1cc(-c2noc(N)c2C(=O)OC)cc(OCC)c1OCC	2.6	6.7	-12.7	-5.5	16.8	1.1	-6.4	24.3
26	CN(C)c1ccc(NC(=O)CCCc2ccccc2)cc1	-115.5	-6.3	0.5	-1.2	-97.2	-7.6	4.8	-67.3
27	Cn1c(SCc2ccccc2)nc2c1c(=O)[nH]c(=O)n2C	11.2	6.8	-9.0	-2.0	.	-5.7	3.4	-7.4
28	Cc1c(C(=O)N2CCN(CC(=O)Nc3ccccc3Cl)CC2)oc2ccc(Br)cc12	-12.0	2.1	1.2	8.1	-4.9	38.8	22.2	21.6
29	Cc1nc(N)c(C#N)c(-c2ccc3c(c2)OCO3)c1C	7.1	14.3	7.1	7.0	10.0	4.3	7.6	-1.2
30	C=CCN1CCN(C(CCC)c2nnnn2Cc2ccco2)CC1 (stereo not given)	13.6	24.2	-8.3	-8.4	9.4	-5.1	2.8	-5.7

# Printed as active in 697 NFkB inh, of those listed so far:
item | canonical_smiles | Jurkat NFkB inh | CCR6 antag | UBC13 inh | EBI2 block | 697 NFkB inh
22 | CCOC(=O)/C=C(\C)Sc1cc(=O)oc2ccccc12 | -2.7 | -2.0 | -7.0 | -34.6 | 35.7*

# (listing goes on)
no.	structure	Jurkat NFkB inh	CCR6 antag	SENP8 block	UBC13 inh	Gli-Sufu antag	EBI2 block	Apaf1 inhib	697 NFkB inh
31	O=C(c1ccc(S(=O)(=O)Nc2cccc(C(F)(F)F)c2)cc1)N1CCN(c2ccccc2O)CC1	-15.8	-2.3	0.9	-0.9	7.5	6.5	25.8	-7.7
32	Cc1ccc2oc(-c3ccco3)nc2c1	-73.4	12.1	43.9	13.9	-0.2	1.7	4.6	-49.9
33	CC1CCCCC1NS(=O)(=O)c1ccc(S(=O)(=O)NCc2ccncc2)cc1 (stereo not given)	47.7	15.4	-0.5	-7.2	67.1*	.	7.0	23.5
34	O=C(NC1CCCc2ccccc21)c1ccccc1Br (stereo not given)	5.3	-8.7	-1.2	1.5	4.3	-3.8	-5.1	15.8
35	COc1ccc(CC(=O)N(Cc2cc3cc(OC)ccc3[nH]c2=O)C(C)C)cc1	7.4	-14.8	4.2	-3.0	-4.8	1.7	-2.7	20.7
36	CCCNC(=O)c1ccccc1NC(=O)CSCc1ccc(OC)cc1	-9.2	5.8	-5.9	-13.2	-5.2	-2.2	6.6	-32.5
37	CCN(C1CCCCC1)S(=O)(=O)CCNC(=O)c1ccc2c(c1)OCO2	0.8	10.3	15.8	1.6	-4.6	-1.2	9.3	7.5
38	Cc1nnc(NC(=O)COc2ccccc2)s1	7.9	-1.6	-0.4	5.8	0.7	1.1	-16.6	10.5
39	Cc1cc(=O)c2ccccc2s1	-24.5	-8.2	-7.9	-1.6	2.4	-2.2	-4.1	-8.3
40	Cc1cc(S(=O)(=O)NCc2ccc(N3CCN(C)CC3)cc2)c(C)s1	-23.7	1.6	1.1	-2.4	9.6	1.3	0.7	-7.3
41	CCN(CC)C(=O)CSc1nc2cccnc2n1-c1ccccc1OC	6.4	10.6	-2.0	1.5	-10.0	-4.9	-4.7	9.7
42	C=CCNC(=S)Nc1c(C(=O)OC)[nH]c2cc(OC)ccc12	-15.1	14.2	1.4	-5.2	-18.2	-4.5	-25.0	-10.2
43	O=[N+]([O-])c1ccc(COc2cccc(CNc3ccc(F)cc3)c2)cc1	38.5	4.3	-2.1	-7.0	-29.7	12.0	-2.7	-74.0
44	O=C(O)C1CCCCC1C(=O)Nc1cccc(C(=O)N2CCCCC2)c1 (stereo not given)	-13.5	5.3	-4.0	-8.2	-48.0	-4.8	-4.1	-44.8
45	CCn1c(O)c(N=Nc2ccc(Cl)c(C(=O)O)c2)c2ccccc21	-16.6	16.8	-4.5	-5.5	-0.6	-2.6	-1.1	-8.6
46	CCCCC1=CC2=CC(=O)C(C)(OC(=O)CC)C(=O)C2=CN1Cc1ccc2c(c1)OCO2 (stereo not given)	-14.2	2.5	8.9	-31.0	-19.6	-9.8	13.9	2.5
47	C[C@H](CO)N1C[C@H](C)[C@@H](CN(C)Cc2ccncc2)Oc2c(NS(=O)(=O)c3cn(C)cn3)cccc2C1=O	1.9	7.1	3.3	7.5	-14.1	-0.5	7.9	16.2
48	Cc1ccc(S(=O)(=O)N2CCOCC2)cc1C(=O)N1CCCC1	11.8	-3.4	1.9	2.1	4.0	0.8	0.1	6.7
49	O=C(COC(=O)/C=C/c1cccs1)Nc1nc(-c2cccc(Br)c2)cs1	-6.1	15.4	-13.6	-12.8	-19.0	-0.5	8.6	-18.0
50	CC1(C)C(=O)Nc2ccccc2N1C(=O)COC(=O)CSc1ccc(Cl)cc1	7.6	5.7	4.1	2.4	11.6	-7.3	17.4	10.3
51	Cc1nnsc1C(=O)NC1CCCc2c1cnn2-c1ccc(F)cc1F (stereo not given)	49.2	-6.9	2.6	-2.8	65.2*	-4.8	4.0	21.3
52	COc1ccc(CC(C)Nc2ccccc2F)cc1 (stereo not given)	-7.8	22.9	0.5	-3.8	-5.7	-11.7	-3.4	-5.0
53	Cc1ccc(Cc2nc(-c3ccncc3)no2)cc1	-20.0	-9.8	0.2	6.6	-7.2	-6.8	0.4	-7.0
54	Cc1ccc(Oc2ccccc2NC(=O)CSCC(=O)Nc2cc(C)on2)cc1	25.4	3.2	0.1	-6.4	1.1	-2.9	17.5	-27.7
55	CN(CC(=O)Nc1ccccc1F)CC(=O)Nc1ccc(F)c(F)c1F	-3.8	9.3	-13.9	-5.3	-3.3	-5.8	2.6	-4.4
56	COc1ccc(NC(=O)c2cn(-c3ccccc3)nc2SC)cc1	-11.7	1.9	-2.7	0.4	-8.8	18.1	-3.5	-14.4
57	CC1CCCCN1c1nc(-c2ccncc2)nc2ccccc12 (stereo not given)	-4.4	3.5	19.0	17.4	4.0	-8.2	30.4	-11.8
58	CC1CCN(Cc2nnnn2CCCC(=O)N(C)C(C)c2ccccn2)CC1 (stereo not given)	2.2	19.2	-18.3	-4.2	-13.8	0.6	-1.5	-13.4
59	O=S(=O)(c1ccc(-c2n[nH]c(=S)o2)cc1)N1CCCCC1	-11.7	10.7	-9.2	5.9	21.3	2.2	4.5	15.4
60	CSCCC(NC(=O)c1cccc(C)c1)C(=O)OCC(=O)NC(=O)c1cccn1C (stereo not given)	-1.0	-3.6	1.5	2.6	-16.6	-8.3	1.4	12.6

# An excerpt from above in order of formula weight, low to high:
no.	structure	Jurkat NFkB inh	CCR6 antag	SENP8 block	UBC13 inh	Gli-Sufu antag	EBI2 block	Apaf1 inhib	697 NFkB inh
42	C=CCNC(=S)Nc1c(C(=O)OC)[nH]c2cc(OC)ccc12	-15.1	14.2	1.4	-5.2	-18.2	-4.5	-25.0	-10.2
34	O=C(NC1CCCc2ccccc21)c1ccccc1Br (stereo not given)	5.3	-8.7	-1.2	1.5	4.3	-3.8	-5.1	15.8
37	CCN(C1CCCCC1)S(=O)(=O)CCNC(=O)c1ccc2c(c1)OCO2	0.8	10.3	15.8	1.6	-4.6	-1.2	9.3	7.5

# Additional entries follow.
no.	structure	Jurkat NFkB inh	CCR6 antag	SENP8 block	UBC13 inh	Gli-Sufu antag	EBI2 block	Apaf1 inhib	697 NFkB inh
61	NC(=O)C1(c2ccccc2)CCCN1C(=O)c1ccccc1Br (stereo not given)	8.2	8.3	4.1	4.1	-7.4	0.0	-9.6	8.5
62	C=CCn1c(Oc2ccccc2)nc2c1c(=O)n(C)c(=O)n2C	-0.7	10.4	-4.7	-0.7	-0.1	-15.6	-0.1	-10.9
63	Cc1ccccc1-n1nc(C(=O)O)c(C)c(C#N)c1=O	5.3	15.6	-2.6	9.9	0.7	-11.7	7.7	11.5
64	C=CCNc1nc(Nc2ccc(OC)cc2)nc(OCC)n1	0.7	14.8	-5.9	5.3	-4.8	1.6	-6.3	2.6
65	O=C(NCCNc1ccc([N+](=O)[O-])cc1)c1ccc(Cl)cc1	25.4	19.2	7.1	4.8	8.2	19.8	3.7	15.0
66	CC(C)(C)c1ccc(S(=O)(=O)N2C=CC(C(F)(F)F)=NCC2)cc1	-3.0	-2.2	-7.4	-13.3	-0.2	0.6	22.2	-5.0
67	CC(=O)Nc1ccc(OCC(O)Cn2c(C)nc3ccccc32)cc1 (stereo not given)	-2.9	-3.6	-1.1	5.9	6.1	4.1	-3.2	-13.3

# These rows are one share of the data; the hit share may differ from the screen's.
